High-throughput results: PubChem, several laboratories
CCHF vOTU inh: CCHFV vOTU protease inhibitors, primary screen, biochemical, Pep-AMC substrate, fluorescence; inhibition, % at 11.5 µM; Crimean-Congo hemorrhagic fever virus L polyprotein viral ovarian tumor (vOTU) protease …; actives 0.55% (n = 370,000); in the data active means inhibition above about 30%; further: 0% = vehicle wells with enzyme and 100% = no enzyme wells
Anthrax LF inh2: Bacillus anthracis LF protease inhibitors, primary screen, biochemical, multiplex microsphere, MLPCN library; actives 0.12% (n = 360,000); multiplex microsphere protease cleavage assay; inhibition, % at 10 µM; Lethal factor (Bacillus anthracis), P15917; further: plate controls were buffer without enzyme for full effect and enzyme alone for no effect
Target sequence (P15917 whole entry, looked up): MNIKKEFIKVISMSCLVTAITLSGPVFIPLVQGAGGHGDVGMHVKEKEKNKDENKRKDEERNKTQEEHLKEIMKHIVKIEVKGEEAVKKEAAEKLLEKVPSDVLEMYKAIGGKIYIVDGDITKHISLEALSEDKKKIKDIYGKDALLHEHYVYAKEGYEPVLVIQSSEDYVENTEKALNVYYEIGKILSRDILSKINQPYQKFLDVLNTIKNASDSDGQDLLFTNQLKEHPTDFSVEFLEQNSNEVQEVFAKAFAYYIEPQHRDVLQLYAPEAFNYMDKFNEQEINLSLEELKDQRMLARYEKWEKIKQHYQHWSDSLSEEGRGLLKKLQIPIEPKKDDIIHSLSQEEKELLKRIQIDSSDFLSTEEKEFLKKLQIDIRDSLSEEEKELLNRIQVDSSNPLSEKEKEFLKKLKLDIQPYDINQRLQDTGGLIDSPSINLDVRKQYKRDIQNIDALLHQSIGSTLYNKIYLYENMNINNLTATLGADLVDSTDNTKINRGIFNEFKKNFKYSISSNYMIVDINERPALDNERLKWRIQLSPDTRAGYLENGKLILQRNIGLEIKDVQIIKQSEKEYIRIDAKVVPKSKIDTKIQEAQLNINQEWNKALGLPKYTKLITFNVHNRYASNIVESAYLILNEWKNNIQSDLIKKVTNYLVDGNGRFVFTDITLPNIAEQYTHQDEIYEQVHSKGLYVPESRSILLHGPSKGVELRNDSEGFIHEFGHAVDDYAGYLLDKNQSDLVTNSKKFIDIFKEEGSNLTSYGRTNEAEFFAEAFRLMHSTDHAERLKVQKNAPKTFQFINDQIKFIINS
PrPC surface inh: inhibitors of human cell surface prion protein PrPC, primary screen, cell-based, TR-FRET | inhibition, % at 13.8 µM | actives 0.43% (n = 370,000) | Major prion protein (Homo sapiens), P04156 | TR-FRET read-out; in the data active means inhibition above about 24%; further: 0% = median of the test wells and 100% = reference compound wells
FadD28 FP inh: inhibitors of FadD28 bisubstrate probe binding, primary screen, biochemical, fluorescence polarization, single point; inhibition, % at 12.5 µM; actives 0.22% (n = 360,000); in the data active means inhibition above about 8.5%, passing the limit was not always enough; inconclusive means no clear call, values can overlap the other calls
BoNT-F LC inh: BoNT/F light chain protease inhibitors, primary screen, biochemical, flow cytometry, MLPCN library; Botulinum neurotoxin type F light chain protease (Clostridium botulinum); Multiplex microsphere protease cleavage assay; inhibition, % at 10 µM; actives 0.22% (n = 360,000); in the data active means inhibition above about 35%, passing the limit was not always enough; inconclusive means no clear call, values can overlap the other calls; further: plate controls were buffer without enzyme for full effect and enzyme alone for no effect
TcdB GH inh: TcdB glycohydrolase inhibitors, primary screen, biochemical, single point, plate reader. Toxin B (Clostridioides difficile), P18177. TcdB glycohydrolase enzymatic assay. AID 652162, 2013. actives 0.24% (n = 350,000). inhibition, % at 9.99 µM; in the data active means inhibition above about 10%
PfHsp40 rescue: rescue of yeast from PfHsp40 toxicity, primary screen, S. cerevisiae, ATP luminescence. S. cerevisiae expressing PfHsp40, growth rescue. growth rescue, % at 12.5 µM. actives 0.68% (n = 340,000); in the data active means growth rescue above about 28%, passing the limit was not always enough; inconclusive means no clear call, values can overlap the other calls;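 further: yeast W303a lacking pdr1 and pdr3 grown in galactose medium; growth measured after three days at 30 °C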
BoNT-A LC inh2: BoNT/A light chain protease inhibitors, primary screen, biochemical, flow cytometry, MLPCN library; Botulinum neurotoxin type A light chain protease (Clostridium botulinum A str. ATCC 3502); multiplex microsphere protease substrate cleavage; inhibition, % at 10 µM; actives 0.17% (n = 360,000); AID 588499, 2011; further: plate controls were buffer without enzyme for full effect and enzyme alone for no effect
Y pestis TopoI: Yersinia pestis topoisomerase I inhibitors, primary screen, biochemical, cleavage product accumulation, plate reader, single point; DNA topoisomerase I (Yersinia pestis CO92); Y. pestis Topo-I cleavage product accumulation; activity, % at 10 µM; actives 0.064% (n = 360,000); in the data active means activity above about 50%, passing the limit was not always enough; inconclusive means no clear call, values can overlap the other calls; further: inactives centre near 2
An asterisk follows results filed as active; u = inconclusive; x = no result given. Unless noted, no stated cut-off is given here; in the data, active means inhibition above about 30%; inconclusive means no clear call, values can overlap the other calls; inactive means below that.

Start of the listing, in advance:
Each structure is followed by: CCHF vOTU inh, Anthrax LF inh2, PrPC surface inh, FadD28 FP inh, BoNT-F LC inh, TcdB GH inh, PfHsp40 rescue, BoNT-A LC inh2, Y pestis TopoI
CC/C(=N/Nc1ccccc1Cl)c1cnnc(-c2ccccc2)n1
  14, -8, 7, -2.1, 1, x, -1.4, 0.4, 4
CC(=O)c1ccc(S(=O)(=O)N2CCN(C(=O)c3ccc(-n4nc(C)c(Cl)c4C)cc3)CC2)cc1
  -1, -8, 9, 0.2, 2, -1.6, -1.1, -0.2, -10

All compounds of this part, repeating the preview:
Each structure is followed by: CCHF vOTU inh, Anthrax LF inh2, PrPC surface inh, FadD28 FP inh, BoNT-F LC inh, TcdB GH inh, PfHsp40 rescue, BoNT-A LC inh2, Y pestis TopoI
CC/C(=N/Nc1ccccc1Cl)c1cnnc(-c2ccccc2)n1
  14, -8, 7, -2.1, 1, x, -1.4, 0.4, 4
CC(=O)c1ccc(S(=O)(=O)N2CCN(C(=O)c3ccc(-n4nc(C)c(Cl)c4C)cc3)CC2)cc1
  -1, -8, 9, 0.2, 2, -1.6, -1.1, -0.2, -10
CCNC(=S)N1CCc2ccccc2C1
  -5, 4, -4, -1.5, 3, 0.9, 0.0, -0.1, 2
COc1cccc(Cn2c(=S)[nH]c3ccc(N4CCOCC4)cc3c2=O)c1
  0, -1, 3, -3.0, -3, x, -0.3, -3.0, -8
Cc1cc(C)c2c(=O)[nH]n(C3CCOC(C)(C)C3)c2n1 (stereo not given)
  -5, 1, -7, -0.8, 2, -18, 0.9, -0.2, 3
CCOC(=O)C1CCN(C(=O)c2ccc3c(=O)n4nc(Nc5ccccc5OC)sc4nc3c2)CC1
  -13, -8, 0, -0.3, 4, -0.3, x, -0.2, 2
CCOC(=O)C1=C(C)N(C)C(=O)NC1c1cccc(O)c1 (stereo not given)
  11, -2, 1, -0.9, -5, x, -0.3, -1.1, 4
CC1Cc2cc(/C(O)=C3/C(=O)C(=O)N(CCN4CCOCC4)C3c3ccc([N+](=O)[O-])cc3)ccc2O1 (stereo not given)
  -4, -4, -13, 0.2, 0, -0.4, -0.6, -0.1, -2
Cc1cc2ncn(CCOc3ccccc3)c2cc1C
  5, -1, 10, -5.3, -2, x, 1.4, 0.7, 16
O=C(CSc1nnc(-c2cccnc2)o1)NNC(=O)c1ccc(Br)cc1
  17, 0, 1, -2.3, -3, 0.0, -1.1, -0.3, 1
COCCNC(=O)c1csc(Nc2cccc3ccccc23)n1
  3, -5, -4, -0.5, 0, 1.6, -2.1, -4.6, 1
CC(C)CCOC(=O)C(C)Sc1n[nH]c(=O)[nH]c1=O (stereo not given)
  4, x, -10, -0.6, x, 1.3, 0.0, x, -1
COc1ccc(-c2cn3cc(C)ccc3n2)cc1F
  -15, -4, 0, 1.2, -1, 20*, 4.6, 0.1, 10
Cc1cc(-c2ccc(Cl)cc2)c(C#N)c(N)n1
  -11, 2, -1, 0.1, -10, 0.5, -0.9, 0.3, 7
COc1ccc(CCNC(=O)CSc2ccc(-c3cccs3)nn2)cc1OC
  9, -4, -10, 0.3, 0, -0.8, -0.5, 0.7, 0
O=C(Cc1cc(=O)[nH][nH]1)N/N=C/C=C/c1ccccc1
  -3, 0, -2, -1.0, -3, x, -0.8, 0.4, -2
Cc1nn(C)c2ncc(C(N)=O)c(Oc3cccnc3)c12
  -9, -3, 2, -0.9, -5, 1.3, 0.7, -1.4, 2
c1ccc(CN2CCN(c3nc(NCc4ccco4)c4ccccc4n3)CC2)cc1
  -6, -7, -10, -3.3, -20, x, 0.3, -2.1, 8
Cc1nc2ccc(N=NC3=C(O)CCCC3=O)cc2s1
  14, -3, 10, 0.1, -8, x, -1.0, 1.1, -3
Cc1ccc2n1Cc1cnnn1-c1ccccc1-2
  6, 0, 8, -5.3, -1, 0.9, x, -0.1, 5
CC(C)=CCC/C(C)=C/CC/C(C)=C/CC/C(C)=C/CC1=C(C)C(=O)c2ccccc2C1=O
  3, -7, 2, 0.6, -16, 1.3, -0.8, -1.5, 4
COc1ccc(C(CNC(=O)C(CCSC)NC(=O)c2ccccc2Cl)N2CCOCC2)cc1 (stereo not given)
  8, -2, 7, -0.7, -15, -9.5, 0.4, -3.2, -3
Cc1cccc(NC(=O)CCS(=O)(=O)c2ccc3c(c2)NC(=O)CS3)n1
  2, -4, 1, -0.6, -4, 0.7, -0.5, -1.7, -1
O=C1N/C(=C\c2ccsc2)C(=O)N1Cc1ccc(F)cc1
  -17, 0, 1, 0.8, 1, 1.7, 0.0, 0.7, 5
CCCOc1ccc(N2C(=O)CC(N3CCC(C(=O)OCC)CC3)C2=O)cc1 (stereo not given)
  -10, -4, 9, -2.8, -1, x, 523*, -0.6, -6
CN(/C(=N\S(=O)(=O)c1ccccc1)c1ccccc1)c1ccc(O)cc1
  12, 0, -4, -3.9, -1, x, -1.1, 0.3, 0
CCc1c(C)nc2ncnn2c1N1CCC(C(=O)Nc2ccc(C)cc2)CC1
  9, -2, 7, -2.2, 1, x, -0.1, 0.7, 14
CCOc1c(Cl)cc(C2NC(=O)NC(C)=C2C(=O)NCc2ccccc2)cc1OC (stereo not given)
  6, -2, 3, 0.8, -3, x, -1.1, 0.1, 2
CCc1ccc(-c2ccc(SCC(=O)NCC3CCCO3)nn2)cc1 (stereo not given)
  0, 0, 7, -2.2, -2, -0.7, 0.5, -0.8, -12
Nc1cc(OCc2ccccc2)ccc1OCc1ccccc1
  -10, -4, 6, -0.9, -21, 1.4, 0.7, -2.5, 21
O=C1C2C3C=CC(C3)C2C(=O)N1c1ccc(Cc2ccncc2)cc1 (stereo not given)
  -1, -4, 5, -0.4, 9, x, -1.6, 0.2, 2
COc1ccc(-c2nc3cc(C)c(Br)c(C)n3c2CC2CCCCC2)cc1OC
  13, 8, 1, x, -2, 0.2, x, 0.5, x
CCCOc1ccc(C(=O)NNC(=O)CCNC(=O)c2ccccc2Cl)cc1OC
  -10, -3, -5, -0.4, -11, 2.4, 0.4, -2.4, -7
Cc1ccccc1-c1cccc([C@@H]2C[C@H]3[C@H](CON3C)CN2S(=O)(=O)c2ccccc2C)c1
  -3, -6, -1, -4.8, -6, -0.5, -0.1, -0.3, 37
CN(CC(=O)NCCc1ccc(S(N)(=O)=O)cc1)CC(=O)Nc1ccc(F)c(F)c1F
  7, 2, 0, -2.9, -11, 0.2, 0.2, 0.0, 1
CCOC(=O)c1c(NC(=O)COc2cccc3c2CCN(C)C3=O)sc2c1CCC2
  4, 1, 6, -3.6, -3, 0.9, -1.4, -0.2, 6
COc1ccccc1N1CCN(CC(O)c2c(C)[nH]c3ccccc23)CC1 (stereo not given)
  -1, -2, -13, -1.9, -7, 1.0, -1.2, 0.7, -3
COc1ccc2[nH]c3c(NCCN(C(C)C)C(C)C)ncnc3c2c1
  -16, -5, -11, -2.1, 3, x, 1.2, 0.1, 1
O=C(c1nc2nc(-c3cccs3)cc(C(F)(F)F)n2n1)N1CCN(Cc2ccccc2)CC1
  -130, 0, -27, -0.4, 5, x, u, 1.1, 26
Cc1cc(NC(=O)COC(=O)c2ccc(NS(=O)(=O)c3ccc(C)c(C)c3)cc2)no1
  -3, -6, 1, -1.0, -3, x, -0.3, -0.6, 3
COc1cccc(N2CC(C(=O)Nc3nnc(SCC(=O)N4CCOCC4)s3)CC2=O)c1 (stereo not given)
  0, 0, 0, 1.7, 5, 0.2, 0.1, 1.0, 3
C#CCOC(=O)C[N+](C)(C)C/C=C/c1ccccc1
  7, -2, -1, -0.8, -13, 0.5, -0.5, -2.3, 4
C=C(C)C(=O)Nc1cccc(C2=NOC3(C2)C[C@H](C(N)=O)N(C(=O)/C=C/C)C3)c1 (stereo not given in full)
  6, 0, 8, -0.5, 5, -13, -1.5, 0.4, 2
CCOC(=O)N1CCN(C(=O)COC(=O)c2cccc(C)c2[N+](=O)[O-])CC1
  2, 4, -4, -0.6, 3, 0.8, -2.0, 0.2, 6
CC1(C)CC2CC(C)(CN2/C=C2/CCCCC2=O)C1 (stereo not given)
  -8, -2, -4, 0.3, 1, 1.2, -1.1, 0.4, 6

The final 4 entries of the section before open the next one.
Each structure is followed by: CCHF vOTU inh, Anthrax LF inh2, PrPC surface inh, FadD28 FP inh, BoNT-F LC inh, TcdB GH inh, PfHsp40 rescue, BoNT-A LC inh2, Y pestis TopoI
C#CCOC(=O)C[N+](C)(C)C/C=C/c1ccccc1
  7, -2, -1, -0.8, -13, 0.5, -0.5, -2.3, 4
C=C(C)C(=O)Nc1cccc(C2=NOC3(C2)C[C@H](C(N)=O)N(C(=O)/C=C/C)C3)c1 (stereo not given in full)
  6, 0, 8, -0.5, 5, -13, -1.5, 0.4, 2
CCOC(=O)N1CCN(C(=O)COC(=O)c2cccc(C)c2[N+](=O)[O-])CC1
  2, 4, -4, -0.6, 3, 0.8, -2.0, 0.2, 6
CC1(C)CC2CC(C)(CN2/C=C2/CCCCC2=O)C1 (stereo not given)
  -8, -2, -4, 0.3, 1, 1.2, -1.1, 0.4, 6
Cn1c(=O)c2c(ncn2CC(O)CNc2ccc(Br)cc2)n(C)c1=O (stereo not given)
  9, -2, 3, 0.5, 8, x, 0.1, 1.3, 0
Cc1ccc(/C=N/NC(=O)c2cccc(NC(=O)c3ccccc3C)c2)o1
  14, -11, 8, -6.1, -16, -1.5, -0.7, -3.1, 4
CCOC(=O)CSc1nc2cccnc2n1C
  3, 1, -1, -3.6, 2, -3.1, 0.8, 0.1, -4
COc1ccc2c(c1)c1c(c(=O)n(-c3ccc(C)cc3)c(=O)n1CC(=O)NCC1CCCO1)n2C (stereo not given)
  -23, 2, 7, -3.8, 5, -0.2, x, -0.3, -1
